Screening data (PubChem BioAssay)
NRP1-CendR mod: NRP-1/CendR interaction modulation | AID 602438 | inhibition, % at 25 µM | O14786 | 360,000 compounds, 0.85% hits | FAM-RPARPAR peptide binding to NRP-1, fluorescence polarization;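 active = inhibition or corrected inhibition above about 18%, plus a signal ratio from 0.5 to 1.5, limit read from the data, passing the limit was not always enough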; note: strong numbers were not always called active
Target sequence (O14786 whole entry, looked up): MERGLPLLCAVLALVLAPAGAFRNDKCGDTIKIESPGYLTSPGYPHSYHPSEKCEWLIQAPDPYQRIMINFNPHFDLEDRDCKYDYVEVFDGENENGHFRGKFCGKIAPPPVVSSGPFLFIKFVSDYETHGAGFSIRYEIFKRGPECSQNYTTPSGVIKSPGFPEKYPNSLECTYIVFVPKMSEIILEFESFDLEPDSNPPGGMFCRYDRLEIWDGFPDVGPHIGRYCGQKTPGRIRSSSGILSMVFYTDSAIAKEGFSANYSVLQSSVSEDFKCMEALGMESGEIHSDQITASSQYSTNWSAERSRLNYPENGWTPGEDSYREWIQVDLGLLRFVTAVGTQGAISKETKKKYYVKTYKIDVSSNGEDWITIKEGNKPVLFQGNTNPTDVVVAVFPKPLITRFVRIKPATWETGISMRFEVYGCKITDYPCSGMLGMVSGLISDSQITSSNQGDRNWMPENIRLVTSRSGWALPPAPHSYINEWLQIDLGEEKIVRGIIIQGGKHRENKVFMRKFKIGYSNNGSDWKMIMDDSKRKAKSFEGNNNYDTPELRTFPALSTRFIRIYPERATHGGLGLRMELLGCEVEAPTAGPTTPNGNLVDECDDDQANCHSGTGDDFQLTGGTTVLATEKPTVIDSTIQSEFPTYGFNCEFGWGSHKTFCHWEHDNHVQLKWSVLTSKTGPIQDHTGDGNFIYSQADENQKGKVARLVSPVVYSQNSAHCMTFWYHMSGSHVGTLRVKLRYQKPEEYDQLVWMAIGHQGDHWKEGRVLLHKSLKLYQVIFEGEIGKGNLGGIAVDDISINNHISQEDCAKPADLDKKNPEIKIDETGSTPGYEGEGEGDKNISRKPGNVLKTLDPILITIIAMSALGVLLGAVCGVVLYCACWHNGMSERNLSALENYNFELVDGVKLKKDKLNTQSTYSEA
Rin1-Abl PPI inh: inhibitors of human Rin1-Abl protein interaction | TR-FRET Rin1/Abl binding, biochemical | inhibition, % at 7.35 µM | AID 588664 | 360,000 compounds, 0.4% hits | P00519+Q13671; in the data active = inhibition above about 5%, passing the limit was not always enough
bovine MsrA act: activators of bovine methionine sulfoxide reductase A | activation, % at 10.6 µM | purified bovine MsrA, absorbance read-out | 360,000 compounds, 0.3% hits; in the data active = activation above about 7.5%;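 note: 0% = vehicle and 100% = reference activator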
SKN-1 inh: blocks SKN-1 activity in C. elegans | inhibition, % at 21.8 µM | C. elegans VP596 Pgst-4::GFP/RFP ratio, acrylamide-induced, 24 h | 360,000 compounds, 0.49% hits;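 active = interference check ratio from 0.5 to 1.5 plus GFP to RFP signal ratio inhibition reaching or exceeding a fixed threshold, cut at about 30% in these data, passing the limit was not always enough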; note: some compounds called inactive have numbers as strong as hits
Neddylation inh: inhibitors of human cullin neddylation | 360,000 compounds, 0.58% hits | P61081+Q13564 | TR-FRET cullin neddylation, biochemical | AID 651699 | calls only at 25 µM; in the data active = inhibition above about 36%
MT1-MMP act inh: inhibitors of human MT1-MMP activation; HT1080 RFP-PRO-GFP cells, GFP/RFP ratio fluorescence, overnight; percent of plate control window, DMSO zero; GFP/RFP ratio change, % at 20 µM; AID 651647; 360,000 compounds, 0.061% hits; P50281;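 active = GFP/RFP ratio change of at least 30% with cell ATP level not reduced by more than half and red fluorescence within 50% of control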; note: strong numbers were not always called active
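Assay system: RFP-PRO-GFP reporter HT1080 cells; read-out basis: GFP/RFP fluorescence ratio; benchmarks: DMSO wells and RFP-L50D-GFP cells; doses: 20 µM single dose, 1% DMSO; schedule: overnight cell settling, then overnight compound exposure, 37 °C, 5% CO2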
FAS TE block: blocks the thioesterase domain of human fatty acid synthase; P49327; inhibition, % at 15 µM; 360,000 compounds, 0.67% hits; recombinant FAS-TE, OMFH fluorogenic substrate, fluorescence endpoint;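 active = compounds whose normalised, plate-corrected inhibition of enzyme fluorescence in the single-dose primary screen is 50% or more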;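 note: 0% = DMSO with enzyme and 100% = substrate without enzyme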
E coli Lon inh: inhibitors of E. coli Lon protease. P0A9M0. purified E. coli Lon protease, fluorescence polarization. inhibition, % at 7.94 µM. 360,000 compounds, 0.42% hits; in the data active = inhibition above about 13%, passing the limit was not always enough;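 note: 0% = enzyme with probe and DMSO and 100% = no enzyme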
PABP1 MLLE inh: inhibitors of microRNA-mediated deadenylation, human PABP1 MLLE binding; GST-MLLE / FITC-PAM2 fluorescence polarization; P11940; 360,000 compounds, 0.36% hits; inhibition, % at 20 µM; in the data active = inhibition above about 35%, passing the limit was not always enough;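 note: plate controls were DMSO wells with GST-MLLE for no effect and wells lacking GST-MLLE protein for full effect; some results filed as inactive read as strong as hits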
* = called active by the depositor; i = inactive; nt = not tested or not shown; & = joins results of further samples.

SMILES	NRP1-CendR mod	Rin1-Abl PPI inh	bovine MsrA act	SKN-1 inh	Neddylation inh	MT1-MMP act inh	FAS TE block	E coli Lon inh	PABP1 MLLE inh
O=C(CSc1nnc(SCc2cccc3ccccc23)s1)N/N=C/c1c[nH]c2ccccc12	7	1	-5	13	i	-1	28	1	-99
C=CCOc1ccc(-c2nc3c(c(=O)[nH]c(=O)n3CCCC)n2C)cc1OC	3	1	-9	-12	nt	1	-10	3	5
CCCOc1ccc(S(=O)(=O)N2CCN(C)CC2)c2ccccc12	5	3	0	-1	i	0	5	-9	-12
O=C1CC(=O)N2CCSC2=N1	-6	1	-1	4	i	0	-7	-16	1
O=C(CCc1nnc2ccc(N3CCCC3)nn12)Nc1ccc(F)cc1F	7	3	-4	7	i	-1	2	7	5
N=c1c(S(=O)(=O)c2ccc(Cl)cc2)cc2c(=O)n3ccccc3nc2n1Cc1cccnc1	-46	-2	-2	-3	i	-54	11	-15	39
CCN(c1ccccc1)C1(O)C(=O)c2ccccc2C1=O	0	1	-1	5	i	-2	-4	-7	-1
Cc1[nH]c2ccccc2c1C(=O)CSc1cccc[n+]1[O-]	4	-7	-10	-5	i	-1	-8	5	9
COc1c(N2CCN(C(=S)Nc3ccc(F)cc3)C(C)C2)c(F)cc2c(=O)c(C(=O)O)cn(C3CC3)c12 (configuration not stated)	13	-1	0	2	nt	-15	-6	-4	-57
O=C(Nc1ccc(F)cc1)c1ccc(Br)c(S(=O)(=O)N2CCOCC2)c1	8	-1	-6	-2	i	1	6	-1	-3
Nc1nnnn1CC(=O)N/N=C/C=C/c1ccccc1	-5	-5	-6	14	i	0	-2	15	1
O=C(c1cc2ccc([N+](=O)[O-])cc2oc1=O)N1CCOCC1	18	1	-3	-4	i	3	-3	-2	6
CC(=O)CCc1ccc(OCCCCN2CCC(Cc3ccccc3)CC2)cc1	-3	-1	-1	-7	i	1	0	-2	-3
CCOc1ccc(-c2noc(-c3csc([C@@H]4C[C@H](O)[C@@H](CO)O4)n3)n2)cc1	-1	0	1	9	i	1	-5	-4	-4
COc1cc2c(cc1NC(=O)c1ccccc1F)CCCC2	-5	0	-11	12	i	4	5	4	12
COc1ccc(CCNC(=O)COc2ccc(N(C)S(=O)(=O)c3ccc(Cl)cc3)cc2)cc1	-7	-1	-3	16	i	-4	24	3	1
CCOc1ccc(CC(=O)Nc2sc(Cc3ccccc3)c(C)c2C(N)=O)cc1OCC	-41	-4	-5	8	i	-14	7	-6	-11
CCN(CCO)Cc1csc2ccc(Br)cc12	-1	2	-2	22	i	2	-2	-5	-3
Cc1nn(-c2nc3ccccc3[nH]2)c(N)c1-c1ccccc1	8	-1	-1	14	i	7	20	3	4
CCOc1ccc(Cc2c(O)nc(SC)[nH]c2=O)cc1	7	-1	-1	11	i	3	-9	11	20
CCn1c(CCCNC(=O)c2ccc(F)cc2)nc2ccccc21	4	6	0	-23	i	1	-1	-4	17
CCN(CC)CC(=O)c1c[nH]c2ccccc12	-7	-1	0	13	i	0	-9	-10	-11
CN(C[C@H](Cc1ccccc1)N(C[C@H](Cc1cccc2ccccc12)N(CCc1ccccc1)N=O)N=O)N=O	4&-23	2	-4&-2	1&4	i	-1&0	10&21	4&-4	-22
CCOC(=O)N1CCC(N(CCN(C)C)C(=S)Nc2cc(C)cc(C)c2)CC1	9	-1	-8	3	i	1	-6	-9	13
Cc1cccc(-n2nnc3cnn(C)c3c2=O)c1	-12	5	-6	13	i	4	-7	-3	-3

(listing goes on)
SMILES	NRP1-CendR mod	Rin1-Abl PPI inh	bovine MsrA act	SKN-1 inh	Neddylation inh	MT1-MMP act inh	FAS TE block	E coli Lon inh	PABP1 MLLE inh
O=CNc1c(Cl)cc2c(c1Cl)Cc1cc([N+](=O)[O-])ccc1-2	19	-7	-1	3	i	-6	21	-7	-5
O=S(=O)(NN=C1CCCCCC1)c1ccc(Cl)cc1	15	-2	-5	-7	i	-3	-5	7	-3
COCOc1ccc(-c2oc3c(C/C=C(\C)CCC=C(C)C)ccc(O)c3c(=O)c2OCOC)c(OCOC)c1	-17	3	-5	4	i	-8	9	1	0
Cc1ccc(C(C(=O)NC2CCCC2)N(C(=O)c2csnn2)c2cccc(F)c2)o1 (configuration not stated)	-4	2	-2	0	i	-1	-2	-3	13
O=C(CCSc1nnc(-c2ccco2)o1)Nc1ccccc1	4	3	-1	21	i	1	-2	0	-5
O=C(O)CC/C(=N/NC(=O)CNC(=O)Cc1ccc(Cl)cc1)c1ccccc1	10	-2	-2	13	i	1	-4	1	-2
O=C(CN1CCOCC1)Nc1nc2ccc(Cl)cc2s1	13	-1	0	11	i	3	-4	2	-4
CCOC(=O)[C@]12CCCC=C1N(Cc1ccco1)C(=O)[C@H](CC(=O)NCC1CCCCC1)C2	-9	nt	-3	5	i	1	4	-1	nt
O=C(NNC(=O)c1cc(OCC(F)(F)F)ccc1OCC(F)(F)F)c1ccc(Cl)c(Cl)c1	9	1	-5	-5	i	-2	22	-6	-6
O=C(COC(=O)c1cccc(NC(=O)c2ccco2)c1)c1ccc(Br)cc1	-12	-1	-2	16	i	5	37	-6	12
O=C(C1CCCN(Cc2ccc(Cl)cc2)C1)N1CCCCC1 (configuration not stated)	3	5	-3	16	i	2	-6	-2	-3
CCN(CC)C(=O)c1cccc2c1C(=O)c1ccccc1-2	16	-3	-2	-3	i	0	-7	-11	-1
COC(=O)COc1ccc(/C=N/NC(=O)c2ccc(N(Cc3ccccc3)S(C)(=O)=O)cc2)cc1	3	-4	-3	5	i	6	-2	-7	-16
CCOC(=O)c1cccc(NC(=O)CCn2cccc2)c1	-8	2	-6	3	i	2	-3	-7	25
O=C(NCCc1ccc(F)cc1)c1ccncc1	-2	-1	-13	-5	i	-1	-6	19*	4
CCCOc1cccc(/C=N/NC(=O)c2csc(C)c2C)c1	-6	1	-2	4	i	1	14	-3	-4
CC(=O)NC1CCCN(O)C(=O)/C=C(\C)CCOC(=O)C(NC(C)=O)CCCN(O)C(=O)/C=C(\C)CCOC(=O)C(NC(C)=O)CCCN(O)C(=O)/C=C(\C)CCOC1=O (configuration not stated)	-18	1	-4	2	i	2	-6	-2	7
CC(C)(C)c1ccc(NC(=O)Nc2ccc3ccccc3n2)cc1	-5	2	1	8	i	0	-2	-4	4
Cc1cc(C)n2c(Nc3ccc4c(c3)OCCO4)c(CCc3ccccc3)nc2n1	12	nt	-5	-6	i	-4	20	-3	nt
COc1ccc(N2CCOCC2)c(NC(=O)c2ccco2)c1	4	2	-15	-6	i	-1	1	-7	15
CCC(=O)Nc1nc(C)c(-c2csc(Nc3ccccn3)n2)s1	-4	-3	-7	12	i	-6	12	5	-13
CCOc1ccc(NCc2cc3cc(OC)ccc3[nH]c2=O)cc1	-13	-5	-5	4	i	-4	-8	4	4
Clc1ccc(NN(Cc2ccncc2)c2ccc(Cl)cc2)cc1	8	-2	-3	7	i	-14	31	-8	-2
O=C(NCC(=O)N1CCCCCCC1)c1ccccc1Br	7	-2	-3	1	i	2	-4	-2	11
CN(C)c1ccc(C(=S)N2CCN(C(=S)Nc3cccc4ccccc34)CC2)cc1	-3	-1	-5	-8	i	-1	-2	6	-87

Four structures already listed, arranged by heavy-atom count, high to low:
SMILES	NRP1-CendR mod	Rin1-Abl PPI inh	bovine MsrA act	SKN-1 inh	Neddylation inh	MT1-MMP act inh	FAS TE block	E coli Lon inh	PABP1 MLLE inh
COC(=O)COc1ccc(/C=N/NC(=O)c2ccc(N(Cc3ccccc3)S(C)(=O)=O)cc2)cc1	3	-4	-3	5	i	6	-2	-7	-16
CCOC(=O)[C@]12CCCC=C1N(Cc1ccco1)C(=O)[C@H](CC(=O)NCC1CCCCC1)C2	-9	nt	-3	5	i	1	4	-1	nt
O=C(NNC(=O)c1cc(OCC(F)(F)F)ccc1OCC(F)(F)F)c1ccc(Cl)c(Cl)c1	9	1	-5	-5	i	-2	22	-6	-6
O=S(=O)(NN=C1CCCCCC1)c1ccc(Cl)cc1	15	-2	-5	-7	i	-3	-5	7	-3

Next records:
SMILES	NRP1-CendR mod	Rin1-Abl PPI inh	bovine MsrA act	SKN-1 inh	Neddylation inh	MT1-MMP act inh	FAS TE block	E coli Lon inh	PABP1 MLLE inh
COc1ccc(CC(=O)Nc2c(C(N)=O)oc3ccccc23)cc1	0	-4	1	2	i	4	1	0	1
COc1ccc(C2=NOC(CNC(N)=S)C2)cc1 (configuration not stated)	10	0	-4	-1	i	2	-6	6	-107
C=CCN(C/C(=N\O)c1sc(C(=O)OCC)nc1C)c1cccc(Br)c1	11	0	-4	14	i	1	-28	5	4
Cc1nn(Cc2ccc(C(=O)N3CCCC3)o2)c(C)c1[N+](=O)[O-]	1	-1	0	10	i	1	0	-1	-18
COc1cccc(C2CC(=O)Nc3cc(C)c(C)cc32)c1 (configuration not stated)	-1	0	-1	18	i	3	-3	0	5
CSc1ccccc1NC(=O)COc1nsnc1N1CCOCC1	5	3	-12	-13	i	1	-6	6	-12
Cc1ccccc1CN1C(=O)c2ccccc2Sc2ccc(C(=O)O)cc21	3	2	-4	-3	i	4	3	-10	10
CC(=NNC(=S)Nc1cccc(Cl)c1)c1ccccn1	8	-8	2	39*	i	15	6	-13	32
CCOC(=O)c1[nH]c(=S)n(Cc2ccccc2)c1C(=O)OCC	0	0	1	-1	i	0	-8	-10	12
COc1ccc(OCc2cc(C(=O)N(C)C3CCOCC3)no2)c2ccccc12	12	-1	-9	2	i	-4	5	-4	6
CCC(CC)C(=O)N(C)c1c(C)nc2c(OCc3ccc(C(F)(F)F)cc3)cccn12	21	1	2	-7	i	-1	13	6	0
Clc1cccc(CN2CCSCC2)c1	3	5	-2	12	i	1	-6	-5	12
COc1ccc(NC(=O)COC(=O)CNC(=O)c2cc(OC)c(OC)c(OC)c2)cc1	4	0	-1	9	i	2	-9	5	0
O=C(Nc1ccc(Cl)c(Cl)c1)c1ccccc1	22	4	-1	43*	i	0	22	-18	-3
COc1cccc(-c2ccc(SCC(=O)N3CCOCC3)nn2)c1	8	1	-6	-6	i	1	-9	-1	12
O=C(COC(=O)c1cc(S(=O)(=O)N2CCOCC2)ccc1F)Nc1ccc2c(c1)OCO2	-1	2	7	-1	i	-4	1	-7	1
COc1ccc(OC)c(C(=O)CCCC(=O)c2cc(OC)ccc2OC)c1	9	3	-5	13	i	3	12	7	-2

Entries of single compounds as entered above.
CC(=NNC(=S)Nc1cccc(Cl)c1)c1ccccn1 as listed: NRP1-CendR mod = 8; Rin1-Abl PPI inh = -8; bovine MsrA act = 2; SKN-1 inh = 39*; Neddylation inh = i; MT1-MMP act inh = 15; FAS TE block = 6; E coli Lon inh = -13; PABP1 MLLE inh = 32
Clc1cccc(CN2CCSCC2)c1 as listed: NRP1-CendR mod = 3; Rin1-Abl PPI inh = 5; bovine MsrA act = -2; SKN-1 inh = 12; Neddylation inh = i; MT1-MMP act inh = 1; FAS TE block = -6; E coli Lon inh = -5; PABP1 MLLE inh = 12
O=C(Nc1ccc(Cl)c(Cl)c1)c1ccccc1 as listed: NRP1-CendR mod = 22; Rin1-Abl PPI inh = 4; bovine MsrA act = -1; SKN-1 inh = 43*; Neddylation inh = i; MT1-MMP act inh = 0; FAS TE block = 22; E coli Lon inh = -18; PABP1 MLLE inh = -3

Entries listed so far shown as hits in SKN-1 inh.
SMILES	NRP1-CendR mod	Rin1-Abl PPI inh	bovine MsrA act	SKN-1 inh	Neddylation inh	MT1-MMP act inh	E coli Lon inh	PABP1 MLLE inh
CC(=NNC(=S)Nc1cccc(Cl)c1)c1ccccn1	8	-8	2	39*	i	15	-13	32
O=C(Nc1ccc(Cl)c(Cl)c1)c1ccccc1	22	4	-1	43*	i	0	-18	-3
